# BioA inh – inhibitors of Mycobacterium tuberculosis BioA enzyme | hit rate 0.096% among 360,000 | inhibition, % at 9.99 µM | AID 602481 | purified M. tuberculosis BioA enzyme, plate reader; in the data active means inhibition above about 40%
# The depositor's hits bear a star. This is a subset; the hit share may differ from the screen's.
SMILES,BioA inh
Cc1ccc(S(=O)(=O)Nc2ccc3c(c2)C(=O)N([C@@H](C)CO)C[C@H](C)[C@@H](CN(C)C(=O)c2ccncc2)OCCCC[C@H](C)O3)cc1,-0.3
Cc1ccc(S(=O)(=O)N[C@@H]2CC[C@H](CCNC(=O)Cc3ccccn3)O[C@H]2CO)cc1,-5.0
C[C@H]1CN([C@@H](C)CO)C(=O)c2cc(-c3ccccc3)cnc2O[C@@H]1CN(C)C(=O)Nc1ccc2c(c1)OCO2,12.9
CO[C@H](CN(C)S(=O)(=O)c1ccc(F)cc1)[C@H](C)CN(Cc1ccccc1Cl)[C@H](C)CO,1.7
Cc1noc(C)c1S(=O)(=O)N(C)C[C@@H]1Oc2ccc(NS(=O)(=O)c3cn(C)cn3)cc2CC(=O)N([C@H](C)CO)C[C@@H]1C,4.8
COc1ccc(S(=O)(=O)N[C@H]2CC[C@@H](CCn3cc(C(C)C)nn3)O[C@@H]2CO)cc1,-0.5
C[C@H]1CN([C@@H](C)CO)C(=O)Cc2cc(NC(=O)CCC(F)(F)F)ccc2O[C@@H]1CN(C)S(=O)(=O)c1cn(C)cn1,-1.5
C[C@H]1CN([C@@H](C)CO)C(=O)Cc2cc(NC(=O)NC3CCCCC3)ccc2O[C@H]1CN(C)S(=O)(=O)c1ccc(Cl)cc1,-3.2
O=C(Nc1ccccc1)N1C[C@@H]2[C@H](c3ccccc31)[C@@H](CO)N2C(=O)c1cccnc1,-7.4
C[C@@H]1CCCCO[C@@H](CN(C)C(=O)Cc2ccccc2)[C@H](C)CN([C@H](C)CO)C(=O)c2cc(NS(=O)(=O)c3ccccc3)ccc2O1,-0.6
O=S(=O)(c1ccccc1)N1CCCCN2[C@H](C1)[C@@H](c1ccc(C#CC3CCCC3)cc1)[C@@H]2CO,-4.1
C[C@@H]1CCCCO[C@@H](CN(C)CC2CCCCC2)[C@@H](C)CN([C@H](C)CO)C(=O)c2cc(NC(=O)Cc3ccccc3)ccc2O1,1.1
C[C@@H]1CN([C@H](C)CO)C(=O)c2cccc(NC(=O)C3CCCCC3)c2O[C@@H]1CN(C)Cc1ccc(Oc2ccccc2)cc1,-1.9
C[C@H](CO)N1C[C@H](C)[C@@H](CN(C)CC2CCOCC2)Oc2ncc(C3=CCCCC3)cc2C1=O,10.6
C[C@@H]1CN([C@H](C)CO)C(=O)c2cc(NS(=O)(=O)c3ccccc3)ccc2O[C@@H](C)CCCCO[C@H]1CN(C)Cc1ccc(C(F)(F)F)cc1,0.9
COc1ccccc1-c1ccc2c(c1)O[C@@H](CN(C)C(=O)c1ccccc1)[C@H](C)CN([C@@H](C)CO)S2(=O)=O,-1.5
C[C@H](CO)N1C[C@H](C)[C@H](CN(C)S(=O)(=O)c2ccc(F)cc2)Oc2ncc(C#CC3CCCCC3)cc2C1=O,-7.2
CN1CCN(C(=O)C[C@H]2CC[C@@H](NC(=O)Nc3ccccc3F)[C@H](CO)O2)CC1,-1.1
O=C(NC[C@H]1[C@H](c2ccccc2)[C@H](CO)N1C(=O)Cc1cccnc1)C1CC1,0.2
CC(C)CC#Cc1ccc2c(c1)O[C@@H](CN(C)C(=O)Nc1ccccc1)[C@@H](C)CN([C@H](C)CO)S2(=O)=O,-2.6
C=C[C@@H](C)[C@@H](OC(=O)Nc1ccc(OC)cc1)c1ccc(OCCO)cc1,-0.4
C[C@H](CO)N1C[C@H](C)[C@@H](CN(C)C(=O)NC2CCCCC2)Oc2c(NC(=O)c3nc4ccccc4s3)cccc2C1=O,-1.0
CC(C)NC(=O)N(C)C[C@@H]1Oc2c(NS(C)(=O)=O)cccc2C(=O)N([C@@H](C)CO)C[C@@H]1C,0.6
COc1ccc(CNC(=O)C[C@@H]2C[C@@H]3c4cc(NS(=O)(=O)c5ccc(F)cc5)ccc4O[C@@H]3[C@@H](CO)O2)cc1,-0.9
C[C@H](CO)N1C[C@H](C)[C@H](CN(C)C(=O)Nc2ccc(C(F)(F)F)cc2)OCCCC[C@H](C)Oc2ccc(NS(=O)(=O)c3ccccc3)cc2C1=O,-0.8
CC(C)C#Cc1ccc([C@@H]2[C@H]3CN(C(=O)c4ccc5c(c4)OCO5)CCCCN3[C@H]2CO)cc1,2.2
O=C(Nc1ccccc1F)N1C[C@H]2[C@@H](c3ccccc31)[C@H](CO)N2C(=O)Cc1cccnc1,-2.6
CO[C@H]1CN(C)C(=O)c2cc(NC(=O)C3CCOCC3)ccc2OC[C@@H](C)N(C(C)=O)C[C@H]1C,-0.5
C[C@H](CO)N1C[C@H](C)[C@H](CN(C)Cc2ccc(Cl)c(Cl)c2)Oc2ccc(NS(=O)(=O)c3ccc(Cl)cc3)cc2C1=O,-0.9
Cc1ccccc1S(=O)(=O)N1C[C@H](O)COC[C@H]2O[C@H](CC(=O)O)CC[C@@H]21,-2.9
Cc1cc(C(=O)Nc2cccc3c2O[C@H](CN(C)Cc2ccc(Cl)c(Cl)c2)[C@@H](C)CN([C@H](C)CO)C3=O)n(C)n1,3.5
CN(C)C(=O)c1ccc(-c2ccc([C@@H]3[C@H](CO)N4CCCCN(C(=O)C5CCCC5)C[C@@H]34)cc2)cc1,-3.2
COC(=O)[C@@H]1N[C@@H]2c3ccc(C4=CCCC4)c(=O)n3C[C@@H]2[C@H]1CO,-3.4
C[C@@H]1CCCCO[C@@H](CN(C)S(=O)(=O)c2cn(C)cn2)[C@H](C)CN([C@@H](C)CO)C(=O)c2cc(NC(=O)Nc3ccc(C(F)(F)F)cc3)ccc2O1,2.4
C[C@H](CO)N1C[C@H](C)[C@@H](CN(C)C)OCCCC[C@H](C)Oc2ccc(NS(=O)(=O)c3cn(C)cn3)cc2C1=O,-0.9
COCC(=O)Nc1ccc2c(c1)C(=O)N(C)[C@@H]1CC[C@H](CC(=O)OC)O[C@H]1CO2,11.8
CCNC(=O)C[C@H]1CC[C@@H]2[C@H](COC[C@H](O)CN2C(=O)Nc2ccc(Cl)c(Cl)c2)O1,2.4
COc1ccc(CN(C)C[C@@H]2OCCCC[C@@H](C)Oc3ccc(NC(=O)Nc4ccc(F)cc4)cc3C(=O)N([C@H](C)CO)C[C@@H]2C)cc1,-0.6
C[C@H](CO)N1C[C@H](C)[C@H](CN(C)Cc2ccc(C(F)(F)F)cc2)Oc2c(NC(=O)C3CCOCC3)cccc2C1=O,-1.5
O=C(NCc1ccccc1)[C@H]1[C@H](CO)[C@H]2Cn3c(cccc3=O)[C@@H]1N2C(=O)Cc1ccccn1,-0.6
Cc1noc(C)c1NC(=O)Nc1cccc2c1O[C@H](CN(C)Cc1ccccc1)[C@H](C)CN([C@@H](C)CO)C2=O,1.2
O=C(C1CCC1)N1C[C@@H]2[C@H](c3ccccc31)[C@@H](CO)N2C(=O)c1ccccc1F,23.3
Cc1ccc(S(=O)(=O)Nc2ccc3c(c2)C(=O)N([C@@H](C)CO)C[C@H](C)[C@@H](CN(C)C(=O)Nc2ccc(C(F)(F)F)cc2)OCCCC[C@@H](C)O3)cc1,-0.2
CC(C)NC(=O)N(C)C[C@@H]1Oc2cc(C#C[C@@H](C)O)ccc2S(=O)(=O)N([C@H](C)CO)C[C@@H]1C,0.6
O=C(C[C@H]1C[C@@H]2c3cc(NC(=O)NC4CCCC4)ccc3O[C@@H]2[C@@H](CO)O1)NCc1cc(F)ccc1F,1.8
COc1ccccc1NC(=O)N[C@@H]1C=C[C@@H](CC(=O)N2CCC(Cc3ccccc3)CC2)O[C@H]1CO,0.5
C[C@H]1CCCCO[C@H](CN(C)C(=O)c2ccncc2)[C@@H](C)CN([C@@H](C)CO)C(=O)c2cc(N(C)C)ccc2O1,0.0
COc1ccc(-c2cn(CC[C@H]3CC[C@@H](N)[C@H](CO)O3)nn2)cc1,3.2
C[C@H](CO)N1C[C@H](C)[C@@H](CN(C)S(C)(=O)=O)Oc2ccc(NC(=O)Nc3cccc4ccccc34)cc2C1=O,2.0
O=C(NCC[C@H]1CC[C@@H](NC(=O)C2CCC2)[C@H](CO)O1)c1cnccn1,-6.1
O=C(CC1CC1)Nc1ccc2c(c1)[C@@H]1C[C@H](CC(=O)N3CCCCC3)O[C@H](CO)[C@@H]1O2,-1.0
CN(C)CC(=O)Nc1ccc2c(c1)[C@H]1C[C@@H](CC(=O)NCC3CC3)O[C@@H](CO)[C@H]1O2,-0.6
CCCC#Cc1cnc2c(c1)C(=O)N([C@@H](C)CO)C[C@@H](C)[C@H](CN(C)S(C)(=O)=O)O2,-1.4
CO[C@H]1CN(C)C(=O)c2cc(NS(=O)(=O)c3ccccc3)ccc2OC[C@H](C)N(C(=O)NC(C)C)C[C@H]1C,-2.4
O=C(c1ccccn1)N1CC[C@H]2[C@H](CO)Nc3ccc(-c4cccc(F)c4)cc3[C@H]21,5.7
Cn1cnc(S(=O)(=O)N2C[C@H](O)COC[C@@H]3O[C@@H](CC(=O)NCc4ccc(F)cc4)CC[C@H]32)c1,1.3
CN1CCCCN2[C@H](C1)[C@@H](c1ccc(-c3ccc(F)cc3)cc1)[C@@H]2CO,-3.2
C[C@H]1CN([C@@H](C)CO)C(=O)c2cc(C#CC3CCCCC3)cnc2O[C@@H]1CN(C)Cc1ccncc1,0.9
COc1ccc(S(=O)(=O)N[C@@H]2C=C[C@@H](CC(=O)N3CCc4ccccc4C3)O[C@H]2CO)cc1,-2.6
COc1ccc(S(=O)(=O)N(C)C[C@H]2OCCCC[C@@H](C)Oc3ccc(NC(=O)Nc4ccc5c(c4)OCO5)cc3C(=O)N([C@@H](C)CO)C[C@H]2C)cc1,-0.4

# Arranged by number of heavy atoms (high to low): part of the list above.
SMILES,BioA inh
Cc1ccc(S(=O)(=O)Nc2ccc3c(c2)C(=O)N([C@@H](C)CO)C[C@H](C)[C@@H](CN(C)C(=O)c2ccncc2)OCCCC[C@H](C)O3)cc1,-0.3
C[C@H]1CN([C@@H](C)CO)C(=O)Cc2cc(NC(=O)NC3CCCCC3)ccc2O[C@H]1CN(C)S(=O)(=O)c1ccc(Cl)cc1,-3.2
C[C@H](CO)N1C[C@H](C)[C@H](CN(C)Cc2ccc(Cl)c(Cl)c2)Oc2ccc(NS(=O)(=O)c3ccc(Cl)cc3)cc2C1=O,-0.9
Cc1cc(C(=O)Nc2cccc3c2O[C@H](CN(C)Cc2ccc(Cl)c(Cl)c2)[C@@H](C)CN([C@H](C)CO)C3=O)n(C)n1,3.5
C[C@H]1CCCCO[C@H](CN(C)C(=O)c2ccncc2)[C@@H](C)CN([C@@H](C)CO)C(=O)c2cc(N(C)C)ccc2O1,0.0
CO[C@H]1CN(C)C(=O)c2cc(NS(=O)(=O)c3ccccc3)ccc2OC[C@H](C)N(C(=O)NC(C)C)C[C@H]1C,-2.4
O=C(NCc1ccccc1)[C@H]1[C@H](CO)[C@H]2Cn3c(cccc3=O)[C@@H]1N2C(=O)Cc1ccccn1,-0.6
CC(C)NC(=O)N(C)C[C@@H]1Oc2c(NS(C)(=O)=O)cccc2C(=O)N([C@@H](C)CO)C[C@@H]1C,0.6
O=C(C1CCC1)N1C[C@@H]2[C@H](c3ccccc31)[C@@H](CO)N2C(=O)c1ccccc1F,23.3
C=C[C@@H](C)[C@@H](OC(=O)Nc1ccc(OC)cc1)c1ccc(OCCO)cc1,-0.4
COc1ccc(-c2cn(CC[C@H]3CC[C@@H](N)[C@H](CO)O3)nn2)cc1,3.2

# Later entries:
SMILES,BioA inh
C[C@@H]1CCCCO[C@@H](CN(C)C(=O)CCCN(C)C)[C@H](C)CN([C@H](C)CO)C(=O)c2cc(NC(=O)Nc3ccccc3)ccc2O1,6.5
CO[C@@H]1CN(C)C(=O)c2ccc(NC(=O)C3CCC3)cc2OC[C@H](C)N(Cc2cccnc2)C[C@@H]1C,3.5
Cc1ccccc1S(=O)(=O)N1C[C@@H](O)COC[C@H]2O[C@@H](CC(=O)N3CCN(C)CC3)CC[C@@H]21,-3.2
CO[C@H]1CN(C)C(=O)c2ccc(NC(=O)C3CCOCC3)cc2OC[C@H](C)N(C)C[C@H]1C,0.3
COc1ccc(S(=O)(=O)N2CCCCN3[C@@H](CO)[C@@H](c4ccc(C#CCC(C)C)cc4)[C@@H]3C2)cc1,0.1
COC(=O)[C@@H]1[C@@H](CO)[C@@H]2Cn3c(ccc(-c4ccc(F)cc4)c3=O)[C@H]1N2Cc1ccccc1,1.2
O=C(Cc1ccccn1)NCC[C@H]1CC[C@H](NC(=O)CN2CCOCC2)[C@@H](CO)O1,2.2
CN(C)C(=O)c1cccc(-c2ccc([C@@H]3[C@@H](CO)N4CCCCN(Cc5cccnc5)C[C@@H]34)cc2)c1,1.8
COc1ccc(CN(C)C[C@@H]2Oc3ccc(NC(=O)CCC(F)(F)F)cc3CC(=O)N([C@H](C)CO)C[C@H]2C)cc1,0.2
CCC(=O)N1[C@H](CN(CC)C(=O)c2cccc(F)c2)[C@H](c2ccccc2)[C@@H]1CO,1.8
C[C@@H](NC(=O)C[C@H]1C[C@@H]2c3cc(NS(=O)(=O)c4ccc(F)cc4)ccc3O[C@@H]2[C@@H](CO)O1)c1ccccc1,1.4
O=C(Nc1ccccc1)N1CCCCN2[C@@H](CO)[C@@H](c3ccc(Br)cc3)[C@@H]2C1,3.0
C[C@@H]1CN([C@@H](C)CO)C(=O)c2cc(NC(=O)Nc3ccc(F)cc3)ccc2O[C@@H](C)CCCCO[C@H]1CN(C)Cc1ccc(C(=O)O)cc1,3.3
CCCC#Cc1cnc2c(c1)C(=O)N([C@H](C)CO)C[C@@H](C)[C@@H](CN(C)C(=O)C1CCCCC1)O2,-1.2
O=C(C[C@H]1CC[C@H]2[C@@H](COC[C@H](O)CN2C(=O)Nc2ccc(F)cc2)O1)NCC1CC1,0.1
Cc1ccc(S(=O)(=O)N[C@H]2CC[C@@H](CC(=O)N3CCc4ccccc4C3)O[C@@H]2CO)cc1,-2.3
C[C@H]1CCCCO[C@@H](CN(C)C(=O)Nc2ccc3c(c2)OCO3)[C@@H](C)CN([C@@H](C)CO)C(=O)c2cc(NC(=O)NC3CCCCC3)ccc2O1,-0.6
COc1ccc(S(=O)(=O)N[C@H]2C=C[C@H](CC(=O)NCCc3ccccc3)O[C@H]2CO)cc1,-1.7
C[C@@H]1CCCCO[C@@H](CN(C)C)[C@@H](C)CN([C@@H](C)CO)C(=O)c2cc(NC(=O)C3CCCCC3)ccc2O1,-2.2
C[C@@H]1CCCCO[C@@H](CN(C)C)[C@H](C)CN([C@@H](C)CO)C(=O)c2cc(NC(=O)Nc3cccc4ccccc34)ccc2O1,5.6
CNC[C@@H]1Oc2ccc(NC(=O)CCN3CCOCC3)cc2CC(=O)N([C@@H](C)CO)C[C@@H]1C,-0.2

# Bioassay records (PubChem)
